Screens from PubChem.
Tau fibril FP – tau fibrillization inhibition (FP). P10636. K18 P301L tau heparin fibrillization, Alexa594 FP, 6 h. Potency, µM (series often up to 57.7 µM), for inactives: top-dose activity, negative = inhibition, hits mostly inhibitors. 280,000 tested, 0.39% active. AID 1468; note: % is set by controls: 0 for no effect and ±100 for the full control effect; nearly all actives have a fitted effect of over 55% in size
Target sequence (P10636 561-689 P618L limits assumed): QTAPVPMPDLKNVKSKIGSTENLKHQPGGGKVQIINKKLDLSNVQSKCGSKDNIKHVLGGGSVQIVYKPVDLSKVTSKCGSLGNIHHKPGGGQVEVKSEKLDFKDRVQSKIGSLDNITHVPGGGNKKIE
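K18 P301L tau (15 uM unlabeled/0.24 uM Alexa 594-labeled, final) + compound + heparin 20 uM final; 100 mM NaOAc pH 7; 6 hr 37 C; ThT 30 uM final added, 1 hr RT; FP ex 555/em 632 nm.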
KDM4E inh – blocks human JMJD2E demethylase activity | B2RXH2 | JMJD2E catalytic domain, FDH-coupled NADH fluorescence (FDH is formaldehyde dehydrogenase) | Potency, µM (top dose mostly 57.1 µM), without a hit: at the top dose activity change, negative = inhibition, hits mostly inhibitors | 230,000 tested, 1.6% active; active = well fitted inhibition curve with a large enough effect, not every such curve was filed as active; inconclusive = small, poorly fitted or top-dose-only effect, or another doubt; inactive = no such curve, though single readings can be large or run the other way;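 note: 0% = wells with enzyme and -100% = buffer wells without enzyme; nearly all actives have a fitted effect of over 50% in size; many of its hits are not listed in these tables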
Target sequence (B2RXH2 1-337 limits assumed): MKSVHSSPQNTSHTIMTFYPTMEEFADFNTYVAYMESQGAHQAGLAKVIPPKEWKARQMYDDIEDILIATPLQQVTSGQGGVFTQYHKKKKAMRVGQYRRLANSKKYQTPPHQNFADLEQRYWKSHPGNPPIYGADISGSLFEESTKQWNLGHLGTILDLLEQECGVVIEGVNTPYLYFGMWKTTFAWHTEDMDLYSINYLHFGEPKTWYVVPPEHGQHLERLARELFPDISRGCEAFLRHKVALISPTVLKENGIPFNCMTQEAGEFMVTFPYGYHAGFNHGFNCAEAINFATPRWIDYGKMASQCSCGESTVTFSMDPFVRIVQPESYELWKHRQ
HTT ATP protect – Huntington cell model cytoprotection by ATP luminescence. 230,000 tested, 0.14% active. PC12 HTT-Q103 induced, cytoprotection, ATP luminescence, 40 h. Potency, µM (doses to about 56.4 µM), inactives show cytoprotection (ATP increase), usual class: activators;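 note: % of control where 0% means no effect; nearly all actives have a fitted effect of over 45% in size; toxic huntingtin expression switched on by the ecdysone agonist tebufenozide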
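ATP quantification (ATPlite) reports survival of PC12 cells in which tebufenozide, 100 nM final, switches on Htt exon 1 with 103 glutamines linked to GFP; compounds are titrated.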
HTT aggregate – inhibitors of mutant huntingtin aggregate formation in PC12 cells; PC12 HttQ103-GFP aggregates, Acumen cytometry, 40 h; Potency, µM (titrated, usually from 46.1 µM), for the others: at the highest dose activity change, negative = inhibition, usual class: inhibitors; 220,000 tested, 1.1% active; note: % is set by controls: 0 for no effect and ±100 for the full control effect; nearly all actives have a fitted effect of over 60% in size
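Read-out: GFP aggregate count by laser scanning cytometer (488 nm excitation, 500-530 nm emission, 1–25 µm objects >6 SD above background). Cells: PC12, inducible HTTex1-Q103-GFP, 100 nM tebufenozide; compounds titrated.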
Tau ThT inhib – blocks human tau fibril formation measured by thioflavin T; recombinant tau K18 P301L, heparin-induced fibrillization, ThT fluorescence; AID 1460; Potency, µM (titrated, usually from 57.4 µM), inactives show top-dose activity, negative = inhibition, actives largely listed as inhibitors; 270,000 tested, 2.1% active; P10636; note: % is set by controls: 0 for no effect and ±100 for the full control effect; nearly all actives have a fitted effect of over 55% in size
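ThT emission at 510 nm, taken 1 hr after adding 30 uM dye, quantifies aggregates formed when 20 uM heparin acts on human tau K18 P301L for 6 hr at 37 C.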
Tau fluor counter – counter-screen for tau fibril formation inhibitors. tau K18 P301L (four-repeat tau fragment) Alexa594 fluorescence, heparin fibrillization. Potency, µM (doses to about 57.7 µM), for the others: at the top dose activity change, negative = decrease. 280,000 tested, 0.93% active; note: % is set by controls: 0 for no effect and ±100 for the full control effect; nearly all actives have a fitted effect of over 55% in size
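Human K18 P301L tau (15 uM unlabeled plus 0.24 uM Alexa 594-labeled, final) in 100 mM sodium acetate pH 7 was mixed with compound and 20 uM heparin and incubated 6 hr at 37 C.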
SMN2 splice enh – SMN2 splice variant enhancement; HEK293 SMN2-luciferase splicing reporter, luminescence, 30-36 h; Potency, µM (highest dose often 46.1 µM), inactives show at the top dose activity change, positive = activation, actives largely listed as activators; 210,000 tested, 2.8% active; AID 1458; note: % of control where 0% means no effect; nearly all actives have a fitted effect of over 55% in size
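HEK293 cells carry an SMN2 minigene-luciferase reporter in which exon 7 inclusion puts luciferase in frame. Cells were seeded at 2000 cells/well, attached for 10-12 hours, then exposed to compounds for 30-36 hours at 37C before ONE-Glo luminescence.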
ALDH1A1 block – blocks purified human ALDH1A1 activity; Potency, µM (titrated, usually from 75.3 µM), without a hit: top-dose activity, negative = inhibition, most hits filed as inhibitors; P00352; Purified ALDH1A1, NADH fluorescence, propionaldehyde substrate; 220,000 tested, 7.3% active; active = well fitted inhibition curve with a large enough effect, not every such curve was filed as active; inconclusive = small, poorly fitted or top-dose-only effect, or another doubt; inactive = no such curve, though single readings can be large or run the other way;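 note: plate controls were no enzyme wells and a reference inhibitor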
Target sequence (P00352 whole entry, looked up): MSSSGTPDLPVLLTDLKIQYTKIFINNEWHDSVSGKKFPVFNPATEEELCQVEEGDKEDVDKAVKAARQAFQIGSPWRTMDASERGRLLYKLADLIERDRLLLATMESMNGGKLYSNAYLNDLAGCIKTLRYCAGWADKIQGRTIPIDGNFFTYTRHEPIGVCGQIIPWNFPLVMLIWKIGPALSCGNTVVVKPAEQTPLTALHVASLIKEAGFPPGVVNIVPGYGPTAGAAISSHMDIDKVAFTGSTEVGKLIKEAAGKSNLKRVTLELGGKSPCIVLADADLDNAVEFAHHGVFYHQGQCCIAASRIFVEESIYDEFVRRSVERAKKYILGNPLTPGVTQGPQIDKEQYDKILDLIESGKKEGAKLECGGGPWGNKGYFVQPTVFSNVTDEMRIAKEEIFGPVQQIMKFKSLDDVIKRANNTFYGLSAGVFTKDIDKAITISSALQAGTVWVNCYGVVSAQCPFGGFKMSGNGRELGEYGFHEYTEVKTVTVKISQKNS
* = called active by the depositor; ? = inconclusive; . = no result given; & = joins results of further samples; [ ] = remark or other dose. Unless noted, calls come from the whole dose curve; as a rule, active = well fitted curve in the direction sought with a large enough effect; inconclusive = small, poorly fitted or top-dose-only effect, or another doubt; inactive = no such curve, though single readings can be large; an effect the other way counts as inactive or inconclusive. Potency is the fitted concentration of half-maximal effect. Some of the compounds tested. The share of hits here may be higher or lower than overall.

SMILES	Tau fibril FP	KDM4E inh	HTT ATP protect	HTT aggregate	Tau ThT inhib	Tau fluor counter	SMN2 splice enh	ALDH1A1 block
Cc1ccnc(NC(=O)c2c(-c3ccccc3Cl)noc2C)c1	7%	-2%	.	0%	1%	5%	-26%	1%
O=C(O)c1cccnc1Nc1ccc(Cl)cc1	3%	-5%	-20%	-7%	-11%	-7%	10µM*	0%
O=C(CN(Cc1cccs1)S(=O)(=O)c1ccc(S(=O)(=O)NC2CCCCC2)cc1)Nc1ccccc1	-14%	4%	0%[10 µM]	-1%	7%	?	-9%	?
CCN(CC)C(=O)C(=O)N/N=C/c1cccc(Br)c1	-1%	-2%	-66%[inhibitor]	-8%	-10%	-10%	-12%	-11%
Cc1c(CCC(=O)NCCc2ccccc2)c(=O)oc2cc(O)ccc12	-10%	.	.	.	?	-25%	-5%	.
COc1ccccc1Oc1ccc(S(=O)(=O)N2CCN(C)CC2)cc1	-1%	-6%	-10%	-3%	-4%	-2%	-25%	?
Cc1[nH]n(-c2cccc3ccccc23)c(=O)c1/C=N/c1sc2c(c1C#N)CCC2	-7%	?	-2%	4%	?	-24%	-8%	5µM*
CCCc1cc(=O)[nH]c(SCC(=O)NC(=O)OCC)n1	-5%	-6%	-2%[0.074 µM]	-3%	-9%	-13%	15%	8%
COc1ccc(-c2nnc(SCc3c(C)noc3C)o2)cc1	-2%	6%	-52%[inhibitor]	-5%	-7%	-10%	-11%	-4%
CCOC(=O)Cn1nc(C)c(-c2ccccc2)c1N	2%	3%	-16%	-6%	6%	4%	-5%	8%
CCCSc1nnc(-c2c[nH]c3ccccc23)n1CC	12%	-8%	-21%	-7%	-3%	-5%	-21%	-2%
Nc1cc(Cl)ccc1C(=O)OCC(=O)NC(=O)NCc1ccccc1	?	?	-1%[0.074 µM]	-23%	-6%	-28%	5%	?
COc1ccc(C2CC(=O)C=C(NCC3CCCO3)C2)cc1 (stereo unspecified)	-1%	-3%	-13%	3%	-1%	4%	0%	-2%
COc1ccc(N2CCN(C(=O)CCS(=O)(=O)c3cccc4nsnc34)CC2)cc1	-3%	-6%	-2%[10 µM]	6%	?	-16%	-24%	?
O=C(CCS(=O)(=O)c1ccc(Cl)cc1)Oc1ccc2c(c1)OCO2	-2%	-8%	15%	-14%	?	-17%	1%	-9%
COc1ccccc1-c1noc(CCC(=O)Nc2cccc(C)c2)n1	-1%	4%	?	17%	-15%	-17%	-17%	1%
Cc1ccc(C(=O)N[C@H](C(=O)OCc2cc(=O)n3c(n2)sc2ccccc23)C(C)C)cc1	2%	-28%	17%[10 µM]	25%	-8%	-7%	.	15%
Cc1c(O)cc2n(c1=O)-c1ccc(Cl)cc1C2(C)C	1%	-3%	19%[10 µM]	-25%	-10%	-3%	-31%[inhibitor]	-4%
CC(=O)C1=C(O)C(=O)N(CCCn2ccnc2)C1c1ccc(Br)cc1 (stereo unspecified)	-9%	9%	-17%[10 µM]	-11%[9.22 µM]	-11%	-19%	.	1%
COc1ccc2[nH]c3c(=O)n(CCCCC(=O)N4CCC(C(N)=O)CC4)c(=S)[nH]c3c2c1	9%	?	-9%	18%	?	-19%	-2%	-1%
Nc1nncn1C(=O)c1ccc(Cl)cc1Cl	-1%	-1%	7%	-8%	-12%	-2%	.	6%
Cc1ccc(S(=O)(=O)n2c3ccc(F)cc3c3nc(C)sc32)cc1	-8%	8%	-1%[10 µM]	4%	-12%	-26%	1%	-7%
COc1cc(OC)c(OC)cc1CN1CCCC(C(=O)c2sccc2C)C1 (stereo unspecified)	1%	-1%	0%[10 µM]	13%[9.22 µM]	-13%	-15%	.	.
COc1ccc(C(CC(=O)Nc2ccccc2OC)n2cccc2)cc1 (stereo unspecified)	14%	4%	15%[10 µM]	?	4%	5%	-4%	-2%
COc1cccc2sc(N(CCCN(C)C)C(=O)C(c3ccccc3)c3ccccc3)nc12	-4%	-1%	-146%[inhibitor]	?	?	-4%	-9%	3%
(list continues)
SMILES	Tau fibril FP	KDM4E inh	HTT ATP protect	HTT aggregate	Tau ThT inhib	Tau fluor counter	SMN2 splice enh	ALDH1A1 block
CC1C(=O)CC(c2ccco2)NC1c1ccco1 (stereo unspecified)	-6%	-22%	1%	1%	-3%	-3%	12%	?
C=CCn1c(SCC(=O)OC)nc2sc3c(c2c1=O)CCN(C)C3	?	?	21%[10 µM]	0%	?	-12%	?	?
O=C(Nc1nnc(Cc2ccc(Cl)cc2)s1)c1ccncc1	-3%	1%	14%[10 µM]	-4%[9.22 µM]	-1%	-8%	.	.
Cc1c(S(=O)(=O)N2CCN(c3ccccc3)CC2)c(=O)n(C)c(=O)n1C	-5%	-2%	-13%[10 µM]	-5%[9.22 µM]	.	4%	.	.
COc1ccc(-c2nnc(SCC(=O)Nc3ccc4c(c3)OCCO4)n2N)cc1OC	-1%	2%	4%	-3%	?	-14%	-4%	5%
COc1ccc(CCNC(=O)CN2CCN(Cc3ccc(F)cc3)C2=O)cc1OC	2%	1%	-18%	4%	-10%	-5%	4%	16%
COc1cc(/C=N\Nc2ccc([N+](=O)[O-])cn2)ccc1OCC(=O)O	2%	-2%	.	0%	13µM*	-10%	8%	-10%
O=C(NCc1ccccc1Cl)C1CCC(CNc2c(N3CCOCC3)c(=O)c2=O)CC1 (stereo unspecified)	2%	3%	10%[10 µM]	6%[9.22 µM]	.	-2%	.	.
Cc1ccccc1-c1nc(CN2CCC(C(=O)NCc3cccnc3)CC2)c(C)o1	0%	6%	2%[0.074 µM]	-7%	-4%	-4%	-10%	-8%
COc1cc(C2/C(=C(/O)c3ccccc3)C(=O)C(=O)N2c2ccccn2)ccc1O (stereo unspecified)	-3%	-20%	16%[10 µM]	16%[9.22 µM]	-10%	-6%	.	0%
CCOC(=O)C1CCCN(C(=S)Nc2ccc(OC)cc2)C1 (stereo unspecified)	4%	-6%	-19%	8%	5%	0%	-11%	-1%
CCn1c(N)c(C(=O)NCC2CCCO2)sc1=S (stereo unspecified)	?	-16%	-31%	18%	35µM*	-16%	-8%	8.9µM*
Fc1ccccc1-c1nc2nc3ccccc3nc2n1CC1CCCO1 (stereo unspecified)	9%	?	-3%[10 µM]	4%[9.22 µM]	-7%	-2%	.	.
Cc1cccc(C2Nc3ccccc3C(=O)N2NC(=O)c2ccc([N+](=O)[O-])cc2)n1 (stereo unspecified)	3%	-10%	.	9%	-13%	-17%	-18%	11%
O=C(COc1ccc(F)cc1)N1c2ccccc2CCc2ccccc21	-8%	9%	-1%[10 µM]	-15%	-8%	-14%	-17%	?
Nc1nc(N)nc(-c2ccccc2)n1	3%	0%	12%[1.9 µM]	-9%	5%	6%	6%	4%
O=C1C(NS(=O)(=O)c2cccs2)=C(N2CCN(c3cccc(C(F)(F)F)c3)CC2)C(=O)c2ccccc21	-2%	-7%	-38%	?	4.5µM*	7.1µM*[quencher]	-6%	?
CN1CCN(/N=C/c2ccc(Cl)c(Cl)c2)CC1	3%	-2%	31%[1.9 µM]	2%	-6%	-7%	13µM*	-4%
O=C(Nc1ccc(N2CCOCC2)nc1)c1ccc(C(F)(F)F)cc1	-1%	-1%	0%[10 µM]	-10%	?	-15%	-74%[inhibitor]	8%
O=[N+]([O-])c1cc(Cl)ccc1Sc1ccccn1	8%	3%	10%[10 µM]	9%[9.22 µM]	-3%	-1%	.	-4%
O=C(COC(=O)C1CC(=O)N(Cc2ccccc2)C1)Nc1ccc(Cl)cc1F (stereo unspecified)	0%	-5%	-13%[10 µM]	18%	-1%	-9%	9%	1%
CC[C@@H](C)CN1C(=O)N[C@@H](CCc2ccccc2)C(C(C)=O)=C1C	-5%[11.6 µM]	2%[11.4 µM]	-40%&-20%&-19%[inhibitor][10 µM]	-22%[9.22 µM]	-3%[11.5 µM]	-5%[11.6 µM]	4%&2%[9.22 µM]	-1%&3%[13.5 µM]
CCOC(=O)Nc1ccc(C)cc1Br	-16%	0%	-8%	12%	-10%	-13%	-8%	3%
Cc1ccc2c(C(=O)CN3CCN(C(=O)c4ccco4)CC3)c(C)[nH]c2c1	0%	-4%	-4%[10 µM]	-13%[9.22 µM]	-9%	-9%	.	.
COC(=O)/C=C/S(=O)(=O)c1ccc(NC(C)=O)cc1	?	5%	-141%[inhibitor]	10µM*	?	-12%	-7%	0.32µM*
Cc1ccc(NC(=O)C(C)OC(=O)CCNS(=O)(=O)c2ccc(C)cc2)cc1 (stereo unspecified)	2%	1%	18%[0.074 µM]	12%	4%	8%	1%	?
CCNc1nc(NC(C)C)nc(OCCOC(=O)Nc2ccccc2)n1	6%	3%	-13%[10 µM]	-3%	-6%	-3%	5%	1%

Entries above with fluorine:
SMILES	Tau fibril FP	KDM4E inh	HTT ATP protect	HTT aggregate	Tau ThT inhib	Tau fluor counter	SMN2 splice enh	ALDH1A1 block
Cc1ccc(S(=O)(=O)n2c3ccc(F)cc3c3nc(C)sc32)cc1	-8%	8%	-1%[10 µM]	4%	-12%	-26%	1%	-7%
COc1ccc(CCNC(=O)CN2CCN(Cc3ccc(F)cc3)C2=O)cc1OC	2%	1%	-18%	4%	-10%	-5%	4%	16%
Fc1ccccc1-c1nc2nc3ccccc3nc2n1CC1CCCO1 (stereo unspecified)	9%	?	-3%[10 µM]	4%[9.22 µM]	-7%	-2%	.	.
O=C(COc1ccc(F)cc1)N1c2ccccc2CCc2ccccc21	-8%	9%	-1%[10 µM]	-15%	-8%	-14%	-17%	?
O=C1C(NS(=O)(=O)c2cccs2)=C(N2CCN(c3cccc(C(F)(F)F)c3)CC2)C(=O)c2ccccc21	-2%	-7%	-38%	?	4.5µM*	7.1µM*[quencher]	-6%	?
O=C(Nc1ccc(N2CCOCC2)nc1)c1ccc(C(F)(F)F)cc1	-1%	-1%	0%[10 µM]	-10%	?	-15%	-74%[inhibitor]	8%
O=C(COC(=O)C1CC(=O)N(Cc2ccccc2)C1)Nc1ccc(Cl)cc1F (stereo unspecified)	0%	-5%	-13%[10 µM]	18%	-1%	-9%	9%	1%
